EPAC2 agonist: EPAC2 (human) agonism | Potency, µM (titrated, usually from 154 µM), without a hit: at the highest dose activation, actives largely listed as activators | Q8WZA2 | 360,000 tested, 0.079% active | EPAC2 activation, biochemical qHTS; response scale: 100% = 6.5 mM cAMP response; note: nearly all actives have a fitted effect of over 50% in size
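Exchange assay: 100 nM EPAC2 with 250 nM Rap1B-BODIPY-GDP and 50 uM GDP. Fluorescence (ex 480/em 540 nm) read every 5 min for 30 min at room temperature. Data normalized to 6.5 mM cAMP as agonist control.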
FUS suppressor: FUS proteinopathy suppression in yeast. Potency, µM (doses to about 76.6 µM), inactives show top-dose growth rescue (activation), most hits filed as activators. 390,000 tested, 0.24% active. S. cerevisiae FUS-expressing, growth rescue, OD600, 24 h. AID 1347120;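 note: plate controls were DMSO vehicle for no effect and reference control for full effect; nearly all actives have a fitted effect of over 55% in size; some results filed as inactive show a strong effect at the top dose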
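Read-out: OD at 600 nm after 24hr at 30C, reporting rescue of FUS-induced yeast toxicity. Cells at OD 0.005 in galactose (2%) minimal medium; compounds tested in a dilution series; CP55940 titration from 92uM final as control.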
EPAC1 antagonist: EPAC1 (human) antagonism | AID 720709 | 360,000 tested, 0.14% active | EPAC1 GEF assay, Rap1b-BODIPY-GDP exchange fluorescence | O95398 | Potency, µM (highest dose often 115 µM), without a hit: at the top dose activity change, negative = inhibition, most hits filed as inhibitors;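 note: plate controls were vehicle for no effect and positive control for full effect; nearly all actives have a fitted effect of over 50% in size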
Target sequence (O95398 whole entry, looked up): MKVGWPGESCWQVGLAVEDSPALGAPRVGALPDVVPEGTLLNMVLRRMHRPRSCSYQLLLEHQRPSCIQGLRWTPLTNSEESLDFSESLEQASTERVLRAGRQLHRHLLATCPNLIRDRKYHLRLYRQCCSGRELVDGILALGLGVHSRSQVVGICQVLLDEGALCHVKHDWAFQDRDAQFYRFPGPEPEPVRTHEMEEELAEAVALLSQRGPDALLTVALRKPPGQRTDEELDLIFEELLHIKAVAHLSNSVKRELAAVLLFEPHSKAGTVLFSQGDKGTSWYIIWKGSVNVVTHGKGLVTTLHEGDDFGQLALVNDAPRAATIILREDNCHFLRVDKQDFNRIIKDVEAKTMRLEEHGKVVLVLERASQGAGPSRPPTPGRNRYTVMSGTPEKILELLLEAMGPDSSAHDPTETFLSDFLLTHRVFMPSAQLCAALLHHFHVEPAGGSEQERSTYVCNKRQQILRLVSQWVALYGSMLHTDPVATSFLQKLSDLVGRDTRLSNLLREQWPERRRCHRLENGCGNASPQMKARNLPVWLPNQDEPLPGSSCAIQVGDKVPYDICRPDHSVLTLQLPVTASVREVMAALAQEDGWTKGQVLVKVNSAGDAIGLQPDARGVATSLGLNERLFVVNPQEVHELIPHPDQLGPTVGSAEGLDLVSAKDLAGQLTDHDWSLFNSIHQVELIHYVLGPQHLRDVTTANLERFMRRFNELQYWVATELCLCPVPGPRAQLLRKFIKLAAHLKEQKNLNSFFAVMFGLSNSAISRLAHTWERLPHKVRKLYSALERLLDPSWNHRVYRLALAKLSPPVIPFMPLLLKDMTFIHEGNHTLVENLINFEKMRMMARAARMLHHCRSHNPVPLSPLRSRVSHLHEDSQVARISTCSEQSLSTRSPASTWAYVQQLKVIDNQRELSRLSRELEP
PTHR1 agonist: activates the human parathyroid hormone receptor PTHR1; HEK293 GP2 PTHR1 cells, GloSensor cAMP luminescence, 1 h; 410,000 tested, 0.075% active; Potency, µM (titrated, usually from 115 µM), for inactives: top-dose activation, actives largely listed as activators; note: nearly all actives have a fitted effect of over 55% in size; some results filed as inactive show a strong effect at the top dose; inactives centre near -15; many of its hits are not listed in these tables
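HEK-293-derived GP2 cells expressing PTHR1 and a GloSensor cAMP reporter, 3,000/well, plated overnight, given luciferin plus IBMX (each 0.5 mM as added) for 1 h at 37 °C, then compound for 1 h at 37 °C. Luminescence was read after 15 min at room temperature.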
EPAC1 ag: activates human EPAC1 exchange factor; O95398; Potency, µM (titrated, usually from 154 µM), inactives show at the top dose activation, hits mostly activators; EPAC1 agonist qHTS, biochemical assay; response scale: 100% = response to 6.5 mM cAMP; AID 720707; 360,000 tested, 0.073% active; note: nearly all actives have a fitted effect of over 60% in size
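Normalized to 6.5 mM cAMP, activity reflects EPAC1-catalysed release of BODIPY-GDP from Rap1B, followed kinetically over 30 min at 480 nm excitation, 540 nm emission. Reaction contained 100 nM EPAC1, 250 nM Rap1B-BODIPY-GDP, 50 uM GDP.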
EPAC2 antag: EPAC2 (human) antagonism; EPAC2 GEF exchange of Rap1B-BODIPY-GDP, fluorescence; Potency, µM (highest dose often 114 µM), for inactives: at the highest dose activity, negative = inhibition, usual class: inhibitors; Q8WZA2; 360,000 tested, 0.18% active; note: % is set by controls: 0 for no effect and ±100 for the full control effect; nearly all actives have a fitted effect of over 45% in size; many of its hits are not listed in these tables
aSyn yeast inh: inhibitors of alpha-synuclein toxicity in yeast | Yeast expressing alpha-synuclein, growth rescue, BacTiter-Glo, 24 h | Potency, µM (doses to about 46.1 µM), inactives show at the highest dose growth rescue (activation), actives largely listed as activators | 370,000 tested, 0.14% active | AID 652106; note: % of control where 0% means no effect; nearly all actives have a fitted effect of over 65% in size
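Readout is rescue of growth in alpha-synuclein-expressing yeast, so inhibitors of toxicity appear as activators. Growth after 24 hr at 30 deg C in galactose medium is quantified by luminescence.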
TDP-43 yeast inh: rescues yeast growth from TDP-43 toxicity; AID 652104; Potency, µM (top dose mostly 46.1 µM), inactives show top-dose growth rescue (activation), usual class: activators; 410,000 tested, 1.8% active; TDP-43 expressing yeast growth rescue, BacTiter-Glo, 24 h; note: % of control where 0% means no effect; nearly all actives have a fitted effect of over 50% in size
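Yeast cells expressing TDP-43 under galactose induction are exposed to compounds for 24 hr at 30 deg C. BacTiter-Glo luminescence measures growth, so protective compounds score as activators.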
An asterisk follows results filed as active; i = inactive; u = inconclusive; x = no result given; [ ] = dose if it differs, or a comment. Calls come from the whole dose curve; as a rule, active = well fitted curve in the direction sought with a large enough effect; inconclusive = small, poorly fitted or top-dose-only effect, or another doubt; inactive = no such curve, though single readings can be large; an effect the other way counts as inactive or inconclusive. Potency is the fitted concentration of half-maximal effect.

No.	SMILES	EPAC2 agonist	FUS suppressor	EPAC1 antagonist	PTHR1 agonist
1	CC(C)CC(NC(N)=O)C(=O)Nc1ccc(Oc2ccccc2)cc1 (stereo not drawn)	6%	16%	5%	-20%
2	CC1COC(=O)C(NNc2ccc(Cl)c(Cl)c2)=N1 (stereo not drawn)	3%	-3%	-30%	-4%
3	CCCC(=O)Nc1nc2ccc(S(N)(=O)=O)cc2s1	3%	-9%	14%	-23%
4	CCC1(C)OC(=O)N2CCc3c(C)[nH]c4c(C)ccc(c34)C21C (stereo not drawn)	12%	4%	15%	-1%
5	OCc1csc(=Nc2ccccc2)n1-c1ccccc1	5%	12%	4%	0%[57.5 µM]
6	CCOc1ccc2[nH]c(=O)c(CN(CCO)C(=O)c3ccc(F)cc3)cc2c1	5%	6%	6%	-7%[57.5 µM]
7	O=C(CSc1cccc2cccnc12)NCc1ccco1	12%	-9%	0%	i
8	CN1C(=O)c2ccc(Oc3ccccc3)cc2C1=O	9%	0%	2%	i
9	COC(=O)c1cccc(NC(=O)CSc2nncn2-c2ccccn2)c1	-6%	-5%	6%	-21%
10	CCOC(=O)C1(Cc2ccccc2)CCN(CC2CC=CCC2)CC1 (stereo not drawn)	6%	4%	-16%	-2%

No.	EPAC1 ag	EPAC2 antag	aSyn yeast inh	TDP-43 yeast inh
1	-5%	-11%	-6%	-14%[9.22 µM]
2	-5%	-4%	13%	3.5µM*
3	0%	7%	1%	-3%
4	-4%	-10%	9%	0%
5	1%	13%	-3%	-9%
6	-2%	1%	-1%	4%
7	-2%	12%	2%	17%
8	11%	-2%	6%	u
9	-1%	9%	0%	7%
10	-8%	-1%	0%	-1%

Later entries
No.	SMILES	EPAC2 agonist	FUS suppressor	EPAC1 antagonist	PTHR1 agonist
11	CC(C)NS(=O)(=O)c1ccc(NC(=O)C2CC3C=CC2C3)cc1 (stereo not drawn)	0%	-16%	9%	i
12	COC(=O)COc1cccc2c(=O)n(CC(=O)Nc3ccc4c(c3)OCCO4)ccc12	6%	10%	-9%	-63%[inhibitor]
13	CCOC(=O)C(C)Sc1nnc(NC(=O)c2ccc3c(c2)OCO3)s1 (stereo not drawn)	7%	19%	1%	i
14	Cc1cccc(C(=O)NC2CCCCCCC2)c1	11%	-19%	-28%	i
15	CCOC(=O)CCC(=O)c1c(C)oc2ccc(OC)cc12	-2%	-26%	-6%	i
16	COc1cc(NC(=O)COC(C)=O)c(C)cc1[N+](=O)[O-]	5%	-1%	0%	i
17	Cc1ccc(C(=O)Nc2ccc3c(c2)OCO3)cc1	5%	15%	-1%	-20%[57.5 µM]
18	CCC(=O)c1ccc(OCC(=O)OCC(=O)N2CCc3ccccc3C2)cc1	25%	x	-5%	u
19	Clc1cc(Sc2ccc(Br)cc2)nnc1-c1ccccc1	23%	30%	-8%	-16%
20	CS(=O)(=O)N(CCc1ccccc1)CC(=O)N1CCN(Cc2ccccc2)CC1	-20%	0%	10%	-3%[57.5 µM]

No.	EPAC1 ag	EPAC2 antag	aSyn yeast inh	TDP-43 yeast inh
11	-1%	4%	-5%	9%
12	-3%	2%	10%	-5%
13	5%	-1%	-4%	28%
14	0%	-9%	-3%	u
15	-9%	-1%	-1%	19%
16	2%	-1%	1%	14%
17	6%	-2%	-17%	-15%
18	-1%	-10%	-3%	10%
19	18%	4%	-13%	5µM*
20	6%	-2%	-6%	-8%

Remaining list, next part:
No.	SMILES	EPAC2 agonist	FUS suppressor	EPAC1 antagonist	PTHR1 agonist
21	O=C(CCc1c[nH]c2ccccc12)N[C@@H](Cc1c[nH]c2ccc(O)cc12)C(=O)O	5%	6%	-7%	-13%
22	O=C1CC(c2cccc(Cl)c2)Cc2nc(N3CCOCC3)ncc21 (stereo not drawn)	6%	47%	-5%	-2%
23	CCOC(=O)c1sc(N)c(C(=O)Nc2ccccc2)c1C	0%	-40%	5%	-22%
24	O=C(CSc1nnc2ccccn12)c1ccc(OC(F)F)cc1OC(F)F	1%	-5%	-5%	i
25	Cc1ccc(C(=O)Nc2ccccc2C(=O)NC(CC(=O)O)C(=O)O)cc1 (stereo not drawn)	3%	-4%	-1%	-9%[57.5 µM]
26	CCCNC(=O)c1onc(CSc2ccc(Cl)cc2)c1C(=O)NCCOC	19%	26%	-6%	i
27	O=C(COc1ccc([N+](=O)[O-])cc1)Nc1nnc(-c2cccnc2)s1	6%	-4%	13%	i
28	Cc1cc(N)ccc1-n1c(C)ccc1C	-11%	x	-7%	i
29	CCOc1ccc(OCCCC(=O)NC2=NCCS2)cc1	10%	-13%	-2%	-25%
30	O=C(CCNS(=O)(=O)c1ccccc1C(F)(F)F)NCC(c1ccco1)N1CCCCC1 (stereo not drawn)	3%	10%	2%	i

No.	EPAC1 ag	EPAC2 antag	aSyn yeast inh	TDP-43 yeast inh
21	8%	1%	0%	-3%
22	7%	12%	-5%	10%
23	13%	-6%	-7%	13µM*
24	1%	4%	4%	6%
25	8%	8%	-1%	-4%
26	-3%	-15%	-9%	7%
27	9%	13%	-1%	-10%
28	-5%	-3%	2%	0%
29	6%	0%	-6%	27%
30	-4%	11%	0%	-9%

From compound 29 as far as 30, copied from above:
No.	SMILES	EPAC2 agonist	FUS suppressor	EPAC1 antagonist	PTHR1 agonist
29	CCOc1ccc(OCCCC(=O)NC2=NCCS2)cc1	10%	-13%	-2%	-25%
30	O=C(CCNS(=O)(=O)c1ccccc1C(F)(F)F)NCC(c1ccco1)N1CCCCC1 (stereo not drawn)	3%	10%	2%	i

No.	EPAC1 ag	EPAC2 antag	aSyn yeast inh	TDP-43 yeast inh
29	6%	0%	-6%	27%
30	-4%	11%	0%	-9%

(more compounds)
No.	SMILES	EPAC2 agonist	FUS suppressor	EPAC1 antagonist	PTHR1 agonist
31	O=C(COC(=O)c1cccc(S(=O)(=O)N2CCc3ccccc32)c1)NCc1ccco1	16%	13%	-16%	-21%
32	COc1ccc(CNC(=O)c2ccc(S(=O)(=O)N3CCOCC3)cc2)cc1	4%	-1%	-10%	-1%
33	Cn1c(=O)c(=O)n(C)c2cc(S(=O)(=O)N3CCCCC3)ccc21	2%	10%	3%	-12%[57.5 µM]
34	N#Cc1ccc(-c2csc(NNC(=O)c3ccccc3)n2)cc1	-2%	x	-3%	-7%
35	O=c1[nH]ncc2c3ccccc3n(Cc3ccccc3)c12	0%[15.6 µM]	-21%	6%	i
36	COc1ccccc1N1CCN(Cc2cc(=O)oc3cc(C)cc(C)c23)CC1	18%	-10%	3%	-27%
37	COc1ccccc1-c1c(C)nn2c(N)c(-c3ccccc3)cnc12	23%	27%	-22%	-13%
38	O=S(=O)(NCC(c1cccnc1)N1CCN(c2ccc(F)cc2)CC1)c1cccs1 (stereo not drawn)	7%	2%	-5%	-10%
39	O=C(c1cc2c(ccc3ccccc32)oc1=O)N1CCN(CCO)CC1	5%	-24%	-13%	-21%
40	Cc1noc(C)c1COc1ccccc1C(=O)NC(C)c1ccc(Cl)cc1 (stereo not drawn)	2%	13%	-14%	i

No.	EPAC1 ag	EPAC2 antag	aSyn yeast inh	TDP-43 yeast inh
31	14%	-2%	-2%	-31%[inhibitor]
32	-1%	1%	-6%	-19%
33	5%	2%	0%	0%
34	-1%	-4%	0%	12%
35	0%	11%	1%	16%
36	3%	13%	-3%	23%
37	19%	-15%	-1%	2%
38	-8%	6%	3%	-20%
39	1%	-4%	-4%	0%
40	13%	u	2%	u

Looked up above.
O=S(=O)(NCC(c1cccnc1)N1CCN(c2ccc(F)cc2)CC1)c1cccs1 (stereo not drawn) | EPAC2 antag: 6%
Cn1c(=O)c(=O)n(C)c2cc(S(=O)(=O)N3CCCCC3)ccc21 | FUS suppressor: 10%
O=C(COC(=O)c1cccc(S(=O)(=O)N2CCc3ccccc32)c1)NCc1ccco1 | TDP-43 yeast inh: -31%[inhibitor]
O=C(c1cc2c(ccc3ccccc32)oc1=O)N1CCN(CCO)CC1 | PTHR1 agonist: -21%

Further entries.
No.	SMILES	EPAC2 agonist	FUS suppressor	EPAC1 antagonist	PTHR1 agonist
41	CC(=O)c1c(C)[nH]c(C(=O)NC2=NCCS2)c1C	9%	7%	2%	-7%[57.5 µM]
42	O/N=C/Cc1[nH]c2ccccc2c1-c1ccccc1	12%	5%	-15%	-12%
43	CCCCNC(=O)COC(=O)c1ccc(Cl)c(S(N)(=O)=O)c1	3%	-3%	-9%	-2%[57.5 µM]
44	Cc1ccc(-c2cc(C(=O)Nc3c(C)n(C)n(-c4ccccc4)c3=O)c3ccccc3n2)cc1	6%	-3%	-10%	i
45	Cc1cc(OCc2cc(C(=O)NC(C)c3c(C)nn(C)c3C)no2)cc(C)c1Cl (stereo not drawn)	15%	u	-1%	-40%[inhibitor]
46	CC(C)N1C(=O)S/C(=C\c2ccc(-c3ccc(Cl)c(C(=O)O)c3)o2)C1=O	7%	6%	7%	-47%[inhibitor]
47	COc1ccc(NS(=O)(=O)c2cccc(C(=O)NCCCN3CCCC3=O)c2)cc1	9%	0%	5%	-36%[inhibitor]
48	COC(=O)[C@H]1C2CCC(C(=O)OC)(CC2)[C@H]1C(=O)OC	1%	7%	5%	-26%

No.	EPAC1 ag	EPAC2 antag	aSyn yeast inh	TDP-43 yeast inh
41	6%	-4%	-1%	6%
42	9%	-29%	-6%	16µM*
43	0%	0%[57.1 µM]	7%	6%
44	-2%	0%	-1%	u
45	18%	-24%	16%	27%
46	-1%	7%	-3%	-3%
47	4%	4%	0%	-12%
48	7%	-4%	-4%	-2%

Along the list, quoted from above.
Compounds 41 to 48 in PTHR1 agonist read -7%[57.5 µM], -12%, -2%[57.5 µM], i, -40%[inhibitor], -47%[inhibitor], -36%[inhibitor], -26%

Record cards, from the list above.
CC(C)N1C(=O)S/C(=C\c2ccc(-c3ccc(Cl)c(C(=O)O)c3)o2)C1=O is listed with EPAC2 agonist: 7%; FUS suppressor: 6%; EPAC1 antagonist: 7%; PTHR1 agonist: -47%[inhibitor]; EPAC1 ag: -1%; EPAC2 antag: 7%; aSyn yeast inh: -3%; TDP-43 yeast inh: -3%
Cc1cc(OCc2cc(C(=O)NC(C)c3c(C)nn(C)c3C)no2)cc(C)c1Cl (stereo not drawn) is listed with EPAC2 agonist: 15%; FUS suppressor: u; EPAC1 antagonist: -1%; PTHR1 agonist: -40%[inhibitor]; EPAC1 ag: 18%; EPAC2 antag: -24%; aSyn yeast inh: 16%; TDP-43 yeast inh: 27%
COC(=O)[C@H]1C2CCC(C(=O)OC)(CC2)[C@H]1C(=O)OC is listed with EPAC2 agonist: 1%; FUS suppressor: 7%; EPAC1 antagonist: 5%; PTHR1 agonist: -26%; EPAC1 ag: 7%; EPAC2 antag: -4%; aSyn yeast inh: -4%; TDP-43 yeast inh: -2%

Screening results from PubChem.

An excerpt; the hit share may differ from the screen's.
